Screening data (PubChem BioAssay)
FBW7 activator: FBW7 E3 ligase activators, primary screen, biochemical, AlphaScreen, human | normalized activity (activation), % at 26.1 µM | F-box/WD repeat-containing protein 7 (Homo sapiens), Q969H0 | AlphaScreen FBW7–phospho-cyclin E peptide binding, activator screen | AID 1259310, 2017 | 650,000 tested, 0.13% active; in the data active = normalized activity above about 1.9%;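 note: purified mutant Fbw7 with reduced substrate affinity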
GPR151 ag: activators of human GPR151, primary screen, cell-based, PathHunter beta-arrestin, luminescence; PathHunter beta-arrestin GPR151 cells; activation, % at 11.2 µM; 650,000 tested, 1% active; in the data active = activation above about 4.9%;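 note: 0% = median of compound wells and 100% = cells with positive control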
Target sequence (Q8TDV0 whole entry, looked up): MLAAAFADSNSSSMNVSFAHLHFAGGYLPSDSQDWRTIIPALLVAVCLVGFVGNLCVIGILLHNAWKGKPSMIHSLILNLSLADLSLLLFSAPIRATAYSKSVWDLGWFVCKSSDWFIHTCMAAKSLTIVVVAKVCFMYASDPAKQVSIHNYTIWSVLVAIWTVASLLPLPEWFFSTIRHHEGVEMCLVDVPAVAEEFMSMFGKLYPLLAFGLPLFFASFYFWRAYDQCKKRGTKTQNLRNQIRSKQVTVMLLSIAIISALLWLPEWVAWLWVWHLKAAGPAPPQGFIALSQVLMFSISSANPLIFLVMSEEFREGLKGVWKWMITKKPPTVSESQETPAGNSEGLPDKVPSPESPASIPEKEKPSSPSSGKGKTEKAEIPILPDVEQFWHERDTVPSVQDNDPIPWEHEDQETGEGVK
MITF inh: MITF inhibitors, primary screen, biochemical, AlphaScreen, human; AlphaScreen MITF homodimerization, bead proximity signal; 650,000 tested, 0.91% active; inhibition, % at 2.6 µM; AID 1259374, 2018; in the data active = inhibition above about 50%;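 note: 0% = vehicle wells with protein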
Target sequence (O75030 whole entry, looked up): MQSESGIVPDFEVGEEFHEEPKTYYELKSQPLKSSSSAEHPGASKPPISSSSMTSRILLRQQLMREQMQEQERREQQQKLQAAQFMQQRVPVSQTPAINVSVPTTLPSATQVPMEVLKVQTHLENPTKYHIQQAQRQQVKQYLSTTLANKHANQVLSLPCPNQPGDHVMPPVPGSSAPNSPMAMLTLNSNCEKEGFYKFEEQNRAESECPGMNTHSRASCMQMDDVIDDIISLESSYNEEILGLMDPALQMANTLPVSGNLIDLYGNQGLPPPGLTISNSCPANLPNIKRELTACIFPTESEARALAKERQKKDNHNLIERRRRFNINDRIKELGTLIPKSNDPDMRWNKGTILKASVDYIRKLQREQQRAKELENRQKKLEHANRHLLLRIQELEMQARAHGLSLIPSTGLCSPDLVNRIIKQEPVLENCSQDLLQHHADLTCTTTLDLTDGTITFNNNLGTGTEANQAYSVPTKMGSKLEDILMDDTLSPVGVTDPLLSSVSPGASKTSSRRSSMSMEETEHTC
TEAD-YAP inh: TEAD-YAP interaction inhibition, primary screen, TEAD-YAP interaction inhibitor project, luminescence, HEK-TIYL cells. TEAD-Gal4/YAP UAS-luciferase luminescence. inhibition, % at 9.12 µM. 640,000 tested, 1.4% active. AID 1259422, 2018; in the data active = inhibition above about 32%;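 note: 0% = median of test compound wells and 100% = reference inhibitor wells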
An asterisk follows results filed as active. Compounds were not picked by outcome; 3.4% or so of the library scored in one or more.

Sample of the layout (six entries):
SMILES	FBW7 activator	GPR151 ag	MITF inh	TEAD-YAP inh
CCOC(=O)c1oc2ccccc2c1NC(=O)c1ccc(C#N)cc1	0.1	1.5	1	-4
Cc1ccc(NCC(=O)N/N=C/C=C/c2ccco2)cc1	0.2	-0.5	13	9
O=C(Nc1c(-c2ccccc2)c2cc(Br)ccc2[nH]c1=O)c1ccc(Cl)cc1	0.0	-0.2	5	0
CC(=O)N1CCC(Oc2ccc(C(=O)NCCc3ccccc3)cc2)CC1	0.2	3.3	-16	-15
O=C(Cn1c2ccccc2c(=O)c2ccc(Cl)cc21)Nc1ccc(Oc2ccc(Cl)cc2)cc1	0.1	0.3	0	-10
COC(=O)c1c(NC(=O)c2ccc(OC)c([N+](=O)[O-])c2)sc(C(=O)N(C)C)c1C	-0.1	1.0	-4	2

All compounds of this part (from the top)
SMILES	FBW7 activator	GPR151 ag	MITF inh	TEAD-YAP inh
CCOC(=O)c1oc2ccccc2c1NC(=O)c1ccc(C#N)cc1	0.1	1.5	1	-4
Cc1ccc(NCC(=O)N/N=C/C=C/c2ccco2)cc1	0.2	-0.5	13	9
O=C(Nc1c(-c2ccccc2)c2cc(Br)ccc2[nH]c1=O)c1ccc(Cl)cc1	0.0	-0.2	5	0
CC(=O)N1CCC(Oc2ccc(C(=O)NCCc3ccccc3)cc2)CC1	0.2	3.3	-16	-15
O=C(Cn1c2ccccc2c(=O)c2ccc(Cl)cc21)Nc1ccc(Oc2ccc(Cl)cc2)cc1	0.1	0.3	0	-10
COC(=O)c1c(NC(=O)c2ccc(OC)c([N+](=O)[O-])c2)sc(C(=O)N(C)C)c1C	-0.1	1.0	-4	2
CC(C)N(CCNc1nc(N2CCN(c3ccccn3)CC2)nc2c1ncn2C1CCCCC1)C(C)C	0.0	-0.6	18	2
CCOc1ccccc1C(C(=O)NC(C)(C)C)N(C(=O)c1csnn1)C1CCCC1 (stereo not given)	0.7	1.2	12	2
Cc1cccc(-n2cc(-c3ccccc3)nc2SCC(=O)Nc2nccs2)c1	0.0	-0.1	-1	-11
CN(Cc1nccn1C)C1CCC(=O)N(Cc2ccc3ccccc3c2)CC1 (stereo not given)	0.0	-0.6	22	3
Cc1nnc(SCC(=O)NCc2ccco2)c2c1cnn2-c1ccccc1	0.1	-2.1	7	12
COc1ccc(/C=N\n2nnc3ccccc32)cc1	-0.1	-6.8	3	85*
O=C(c1cc2ccccc2oc1=O)N1CCN(C23CC4CC(CC(C4)C2)C3)CC1	0.1	-0.7	-5	15
Cc1cc(I)ccc1NC(=O)c1ccc(NS(C)(=O)=O)cc1	0.1	2.5	-1	2
CC(=O)NC(=O)c1cc2cc(Br)ccc2oc1=Nc1cccc(F)c1	0.6	-0.2	7	0
CC(=O)Nc1nc2c(Cl)ccc(Cl)c2s1	0.0	-1.1	-6	7
Cc1cc(N2CCCCC2)nc(N2CCN(S(=O)(=O)c3ccc(C)c(C)c3)CC2)n1	0.1	3.1	1	7
COc1ccccc1NC(C)C(=O)N/N=C/c1cccc([N+](=O)[O-])c1 (stereo not given)	0.0	0.4	17	2
O=C(COCC(=O)N1CCc2ccccc2C1)N1CCc2ccccc2C1	0.1	-1.2	-5	2
Cc1sccc1/C=N/NC(=O)c1cccc([N+](=O)[O-])c1	-0.2	-0.3	-10	-11
O=C(CSc1nc2ccccc2c(=O)n1Cc1ccc2c(c1)OCO2)NCc1ccccc1Cl	0.1	-0.5	-15	-6
C=CCN1C(=O)C(CC(=O)O)SC1=Nc1ccccc1 (stereo not given)	0.3	-0.2	-12	-1
CN1CCN(c2ncc(-c3ccc(OC(F)(F)F)cc3)n3ccnc23)CC1	-0.5	1.4	2	-9
O=C(O)CSc1nnc(-c2ccncc2)n1CCc1ccccc1	0.1	2.4	-4	-6
CCCCOc1ccc(/C=C2\C(=O)N(c3ccc(C(=O)OC(C)C)cc3)N=C2C)cc1OC	-0.1	1.9	15	0

Reprinted from the part before: 2 compounds, followed by the next part.
SMILES	FBW7 activator	GPR151 ag	MITF inh	TEAD-YAP inh
O=C(O)CSc1nnc(-c2ccncc2)n1CCc1ccccc1	0.1	2.4	-4	-6
CCCCOc1ccc(/C=C2\C(=O)N(c3ccc(C(=O)OC(C)C)cc3)N=C2C)cc1OC	-0.1	1.9	15	0
Cc1cc([N+](=O)[O-])cc2c1NC(C(=O)O)C1CC=CC21 (stereo not given)	-1.4	1.0	25	3
COc1cccc(C2=NS(=O)(=O)N(C)C(C(=O)NCC34CC5CC(CC(C5)C3)C4)=C2)c1	0.1	0.6	9	2
COc1ccccc1C(=O)Nc1ccc(C(F)(F)F)cc1	0.0	-0.2	-6	-39
Cc1sc2ncn3c(=O)n(CC(=O)N4CCCC4)nc3c2c1C	0.4	0.5	-3	2
CCN(CC)C(=O)CSc1nc2[nH]ncc2c(=O)[nH]1	0.1	3.9	3	-6
CC1(C)COc2ccc(NC(=O)Nc3ccc(F)cc3)cc2NC1=O	-0.5	0.5	11	-2
CC(C)(C)C(=O)Oc1ccc2c(=O)c(-c3nc4ccccc4s3)coc2c1	0.8	-0.3	7	-25
COc1cc(NC(=O)c2ccc(Br)cc2)cc(OC)c1OC	-0.2	0.9	-4	-10
O=C1NC2(CCCCC2)C(=O)N1/N=C/C=C/c1ccccc1[N+](=O)[O-]	0.0	0.5	17	-5
COC(=O)c1ccc(C2C(C(=O)OCc3ccccc3)=C(C)Nc3ncnn32)cc1 (stereo not given)	0.6	-0.6	-14	-12
Cc1ccc(Cl)c2c1NC(=O)C2(O)c1c[nH]c2ccccc12 (stereo not given)	-0.1	0.5	18	4
O=C(Cn1c(-c2ccccc2)c[n+]2ccsc12)c1ccccc1	-0.1	0.1	2	7
O=C(Nc1cccc(F)c1)N1CCCC(c2nc3ccccc3[nH]2)C1 (stereo not given)	-0.1	0.3	1	2
CCOC(=O)C(C#N)C(c1ccc2c(c1)OCO2)c1ccccc1OC (stereo not given)	0.1	-0.3	-2	-2
CCOC(=O)C1CCCN(C(=O)CN2N=C(c3ccccc3)CCC2=O)C1 (stereo not given)	-0.1	1.0	8	-10
Cn1ncc(I)c1C(=O)NC(=S)NN1CCOCC1	0.0	1.4	3	-3
CC(=O)Nc1nc(-c2ccc(F)c(F)c2)cs1	0.1	-1.8	17	-1
Cc1ccc(-c2nc(N)n(C(=O)c3cccs3)n2)cc1	-0.1	2.6	1	3
c1ccc(CN2CCC(Nc3cc(Nc4ccc5ncccc5c4)ncn3)CC2)cc1	0.1	1.0	-7	-1
CCc1cccc(CC)c1-n1ccnc1SCC(N)=O	-0.1	3.0	-1	1
N#Cc1cc(C(N)=O)c(SCc2ccccc2)nc1N	-0.1	0.3	2	-5
Cc1nn(C)c(C)c1/C=C(/C(=O)C(C)C)n1cncn1	0.0	0.9	33	4
COC(=O)c1ccc2c(c1)S(=O)(=O)NC(=NCCc1ccc(OC)cc1)S2	0.0	-1.6	-5	0
Nc1cccc(-c2cc(NC3CCN(Cc4ccccc4)CC3)nc(N)n2)c1	0.0	2.7	-9	3
CC(=O)c1cccc(-c2cnc3c(Nc4ccc(O)cc4)nccn23)c1	0.0	-1.3	-8	2

Continued.
SMILES	FBW7 activator	GPR151 ag	MITF inh	TEAD-YAP inh
CCc1nnc(NS(=O)(=O)c2ccc(NC(=S)NC(=O)c3ccccc3)cc2)s1	2.9*	-0.5	-2	-10
COc1ccc(OC)c(NC(=O)CN2C(=O)NC(C)(c3ccc4ccccc4c3)C2=O)c1 (stereo not given)	0.2	0.8	1	1
COc1ccccc1-n1c(SCC#N)nc2c(sc(=S)n2CCc2ccccc2)c1=O	0.5	-1.2	-8	-6
CCOC(=O)C(C)Oc1ccc2c(=O)c(Oc3ccc(OCC)cc3)coc2c1 (stereo not given)	0.1	1.0	13	4
COc1ccc2ccccc2c1/C=C(\C#N)c1ccccn1	-0.1	5.2*	0	-10
COc1ccc(-c2nc(CSCC(=O)NCCCN3CCOCC3)c(C)o2)cc1	-0.2	0.8	12	5
COc1ccc(Br)cc1C(=O)Nc1ccccc1N1CCN(C)CC1	0.5	1.1	-3	-4
CC1=C(c2ccc(C)cc2)S(=O)(=O)NC1=NCc1ccc(OC(C)C)cc1	0.0	-0.4	5	11
CCCn1c(SCC(=O)NCc2ccccc2)n[nH]c1=O	-0.2	0.2	11	2
CC1=NC2(CCCCC2)Cc2ccccc21	0.0	-0.6	-16	3
C(=Nc1ccc2c(c1)OCO2)c1c[nH]c2ccccc12	-0.1	0.2	4	-7
CC(C)(C)c1nn2c(=S)[nH]nc2n(/N=C/c2c(O)ccc3ccccc23)c1=O	-0.3	-1.4	2	9
CCOc1ccc(N(C(=O)c2ccc(Br)cc2)C2C=CS(=O)(=O)C2)cc1 (stereo not given)	0.0	0.4	-3	8
C=CCn1cc(-c2ccc(Cl)cc2)cc(S(=O)(=O)c2ccc(C)cc2)c1=O	0.1	0.5	4	7
COc1ccc(Cl)cc1NC(=O)c1cc(S(=O)(=O)N2CC(C)CC(C)C2)ccc1F (stereo not given)	0.2	2.1	19	14
COc1ccc(C(=O)NCC(=O)OCC(=O)NC(C)(C)C)cc1	0.0	2.2	-7	-1
COc1ccc(C(=O)N2CCc3cc(OC)c(OC)cc3C2)cc1	0.0	0.7	18	-2
O=C1Nc2ccccc2C1(O)c1ccccc1O (stereo not given)	0.1	1.0	16	0
c1ccc(CCn2cnc3ccccc32)cc1	0.5	-2.3	13	-19
CCCCn1c(COc2ccc(C)cc2)nc2ccccc21	0.2	-0.3	-1	-27
COc1ccc(NC(=O)c2c(NCc3ccc(N(C)C)cc3)sc3c2CCC3)cc1	0.2	-1.6	9	12
COc1ccc(-c2noc(CC(=O)NC(C)CCc3ccccc3)n2)cc1 (stereo not given)	0.0	-1.4	1	-8
CN(C)C(=O)Cn1c(=O)n(Cc2cccs2)c2ncccc21	-0.1	0.6	0	-3
Cc1nnc(Sc2ccc(S(=O)(=O)N(C)C)cc2[N+](=O)[O-])n1C	0.0	-0.1	-8	3
Cc1ccc(Sc2c(C)nn(C(=O)c3cccnc3)c2C)cc1	0.9	-0.6	21	-2

Part of the list above, reformatted.
Each structure is followed by: FBW7 activator, GPR151 ag, MITF inh, TEAD-YAP inh
CC(C)N(CCNc1nc(N2CCN(c3ccccn3)CC2)nc2c1ncn2C1CCCCC1)C(C)C
→ 0.0, -0.6, 18, 2
CCOc1ccccc1C(C(=O)NC(C)(C)C)N(C(=O)c1csnn1)C1CCCC1 (stereo not given)
→ 0.7, 1.2, 12, 2
Cc1cccc(-n2cc(-c3ccccc3)nc2SCC(=O)Nc2nccs2)c1
→ 0.0, -0.1, -1, -11
CN(Cc1nccn1C)C1CCC(=O)N(Cc2ccc3ccccc3c2)CC1 (stereo not given)
→ 0.0, -0.6, 22, 3
Cc1nnc(SCC(=O)NCc2ccco2)c2c1cnn2-c1ccccc1
→ 0.1, -2.1, 7, 12

Additional results.
SMILES	FBW7 activator	GPR151 ag	MITF inh	TEAD-YAP inh
O=C(NNS(=O)(=O)c1ccccc1[N+](=O)[O-])c1ccccc1Cl	0.0	0.0	-2	3
CC(=O)Nc1ccc(C(=O)OCc2cc(=O)oc3ccc4ccccc4c23)cc1	0.1	-1.3	-12	6
O=C(NCc1ccccc1)N1CCC(CO)(Cc2ccccc2)CC1	0.4	2.1	-14	2
COc1ccc(OC)c(C2C3=C(CC(C)(C)CC3=O)NC3=C2C(=O)CC(C)(C)C3)c1	-0.1	-1.6	-14	2
COc1ccc(Cn2c(=O)c3ccccc3n3c(-c4cccc(OC)c4O)nnc23)cc1	0.1	-0.4	11	0
Cc1[nH]c(=O)[nH]c(=O)c1NC(=O)CSc1ncccc1-c1nc2ccccc2[nH]1	-0.2	1.0	6	20

Two consecutive entries out of the list so far:
SMILES	FBW7 activator	GPR151 ag	MITF inh	TEAD-YAP inh
COc1ccc(Cn2c(=O)c3ccccc3n3c(-c4cccc(OC)c4O)nnc23)cc1	0.1	-0.4	11	0
Cc1[nH]c(=O)[nH]c(=O)c1NC(=O)CSc1ncccc1-c1nc2ccccc2[nH]1	-0.2	1.0	6	20
